Screens (PubChem)
PRMT1 FP inh – PRMT1 (human) inhibition, primary screen; inhibition, % at 2.79 µM; Q99873; recombinant PRMT1, activity-based probe fluorescence polarization; AID 652257; 1.3% of 370,000 active;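 active = inhibition above about 21% made by adding two undisclosed values, limit read from the data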
TCR CD3 inh – human TCR-CD3 binding inhibition; inhibition, % at 9.4 µM; TAMRA-labeled TCR probe fluorescence, biochemical; 0.37% of 360,000 active; AID 651800; in the data active = inhibition above about 19%;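 also: recombinant mutant TCR 2C K166C tagged with TAMRA read by polarization; 0% = receptor in buffer alone and 100% = receptor with positive control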
UHRF1 MBD2 ctr – blocks human UHRF1 binding to methylated DNA. AID 687016. UHRF1 binding to methylated oligo, TR-FRET. inhibition, % at 4.4 µM. 0.75% of 370,000 active; in the data active = inhibition above about 21%;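 also: UHRF1 SRA domain binding a hemimethylated CpG hairpin DNA probe; 0% = median of test compound wells and 100% = reference inhibitor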
Target sequence (Q96T88 whole entry, looked up, the tested form may be a part): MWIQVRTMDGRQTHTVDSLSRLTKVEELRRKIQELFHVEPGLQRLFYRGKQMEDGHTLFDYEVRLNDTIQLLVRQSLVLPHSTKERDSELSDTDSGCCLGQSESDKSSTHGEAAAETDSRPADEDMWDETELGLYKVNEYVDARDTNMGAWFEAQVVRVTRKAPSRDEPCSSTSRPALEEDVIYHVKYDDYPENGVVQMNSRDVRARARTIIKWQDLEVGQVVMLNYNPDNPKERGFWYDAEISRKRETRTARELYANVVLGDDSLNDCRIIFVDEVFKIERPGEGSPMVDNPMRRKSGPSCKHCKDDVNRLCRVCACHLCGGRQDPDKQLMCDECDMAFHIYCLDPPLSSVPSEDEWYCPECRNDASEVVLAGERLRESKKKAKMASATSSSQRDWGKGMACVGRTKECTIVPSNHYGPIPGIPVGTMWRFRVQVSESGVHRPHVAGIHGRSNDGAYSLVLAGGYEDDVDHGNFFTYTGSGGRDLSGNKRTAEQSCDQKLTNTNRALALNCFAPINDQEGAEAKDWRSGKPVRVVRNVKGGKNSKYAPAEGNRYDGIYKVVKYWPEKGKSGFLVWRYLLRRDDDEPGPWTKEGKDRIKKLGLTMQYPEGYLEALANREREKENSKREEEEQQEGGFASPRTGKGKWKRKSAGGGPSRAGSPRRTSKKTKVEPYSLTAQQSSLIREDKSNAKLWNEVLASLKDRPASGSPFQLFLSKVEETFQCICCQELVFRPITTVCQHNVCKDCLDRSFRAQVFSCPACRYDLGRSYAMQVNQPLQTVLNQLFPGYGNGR
HTRA1 inh – HTRA1 (human) protease inhibition. recombinant HTRA1, FP-rhodamine activity-based probe, fluorescence polarization. inhibition, % at 5.96 µM. 0.5% of 340,000 active. AID 504803; in the data active = inhibition above about 36%;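 also: 0% = enzyme with DMSO and 100% = wells lacking enzyme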
rCAG RNA binder – molecules binding r(CAG) RNA repeats; r(CAG) RNA repeat, TO-PRO-1 dye displacement fluorescence; inhibition, % at 3 µM; 1.3% of 370,000 active;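 active = inhibition above the plate cutoff, the mean of all test compounds on that plate plus 3 SD, cut at about 35% in these data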;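 also: 0% = DMSO alone and 100% = 100 µM mitoxantrone as full dye displacement; higher means more dye released from RNA so lower well fluorescence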
GC-B act – GC-B (human) receptor activation. P20594. HEK293-GC-B cells, CNP EC30, cGMP TR-FRET; 0% at EC30 CNP, 100% saturating CNP. activation, % at 10 µM. 0.11% of 370,000 active;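 active = activation at 10 µM reaching about 35% in either raw or pattern-adjusted values, limit read from the data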
SIAE inh – human SIAE inhibition, primary screen | Q9HAT2 | SIAE FP-Rh probe binding, fluorescence polarization | inhibition, % at 9.66 µM | 0.69% of 370,000 active | AID 1053197;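 active = inhibition above a cutoff: mean of compounds within the control limits plus 3 SD of those, cut at about 17% in these data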;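 also: 0% = plate median of compound wells and 100% = probe without SIAE protein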
mABHD4 FP – inhibitors of mouse ABHD4; inhibition, % at 8.92 µM; Q8VD66; 0.54% of 370,000 active; purified mABHD4, FP-Rh probe fluorescence polarization; AID 720543;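 active = inhibition exceeding the mean over every tested compound plus 3 SD, cut at about 30% in these data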;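 also: 0% = plate median of compound wells and 100% = S159A mutant with DMSO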
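Assay system: wild-type mouse ABHD4 protein; compound: single nominal dose of 8.92 µM, 0.89% DMSO final; schedule: 45 min + 60 min at 25 °C; measured by: FP readout, ex 525 nm / em 598 nm; evaluation: % inhibition of FP-Rh probe binding versus controls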
NPR1 activator – GC-A (human) enzyme activation; P16066; HEK293 GC-A cells, cGMP TR-FRET, EC30 ANP; 0% at EC30 ANP, 100% saturating ANP; activation, % at 10 µM; 0.14% of 370,000 active; AID 1671463; in the data active = activation above about 40%
MBD2 inh – MBD2-methylated oligo binding inhibition | 0.31% of 370,000 active | inhibition, % at 4.4 µM | Q9UBB5 | TR-FRET, MBD2 binding to methylated oligonucleotide | AID 686964; in the data active = inhibition above about 13%
* = called active by the depositor; x = no result given. An excerpt (hit frequency here may not be typical).

SMILES	PRMT1 FP inh	TCR CD3 inh	UHRF1 MBD2 ctr	HTRA1 inh	rCAG RNA binder	GC-B act	SIAE inh	mABHD4 FP	NPR1 activator	MBD2 inh
CCCCc1cc(=O)oc2c(C)c(OCC(=O)N3CCCC3)ccc12	-2	4	-3	-3	-6	-5	4	4	2	2
COC(=O)C1=C(C)N(c2ccc(Cl)cc2)/C(=C/c2ccc(O)cc2)C1=O	-3	4	-3	0	3	-4	-6	-6	-4	1
CCN1C(=O)S/C(=C/c2ccc(Oc3ccc([N+](=O)[O-])cn3)c(OC)c2)C1=O	-1	-3	-3	-2	2	-3	3	0	0	1
Cc1cccc(CSc2nc3c(c(=O)[nH]2)CCC3)c1	0	7	-2	7	-3	0	3	-2	-3	-1
Cc1cc2nc(-c3ccc(F)cc3)c(CC3CCCCC3)n2c(C)c1Br	1	8	-3	x	2	-4	-2	4	0	0
CC(C)[C@H](NC(=O)[C@H](C)NC(=O)OC(C)(C)C)C(=O)N1CCC2CCN(Cc3ccccc3)CC21 (stereo partly specified)	9	-1	4	x	-2	-5	-9	-14	-1	11
Cc1ccc(C(=O)Nc2cccc(S(=O)(=O)N(C)c3ccccc3)c2)o1	-2	-2	1	-32	0	-2	-7	-6	0	1
CC(C)NC(=O)/C(C#N)=C\c1ccc(N(C)C)c(Br)c1	0	5	-2	-2	-7	0	-5	4	5	4
Cn1nc([N+](=O)[O-])c2c(-c3nc4ccccc4s3)c(N)n(C3CCCCC3)c2c1=O	2	3	0	1	6	-1	2	9	2	5
Cn1nc(C(F)(F)F)c(CNC(=O)C(C)(C)CCl)c1N1CCOCC1	2	-1	-1	-5	-1	0	-1	4	-4	-1
CCOc1ccc(S(=O)(=O)Nc2ccc(C(=O)NCCCN3CCOCC3)cc2)cc1	4	5	1	7	0	3	-1	0	2	-3
CC12CCC(C(=O)n3c1nc1ccccc13)C2(C)C (stereo unspecified)	3	1	3	0	-5	2	-6	-3	6	0
Cc1ccccc1N1CCN(c2ccc(NC(=O)C3CCCCC3C(=O)O)cc2)CC1 (stereo unspecified)	1	2	-3	34	11	1	6	16	3	0
Cc1ccc(N2C(N)=NC(N)=NC23CCCC3)c(C)c1	-2	5	-1	6	2	0	5	2	3	0
COc1ccc(OCC(=O)NNC(=O)c2cccs2)cc1	0	2	-2	-4	-2	3	-8	8	0	-2
O=C1NC2(Nc3ccccc31)C(=O)Nc1ccc(Br)cc12 (stereo unspecified)	1	-6	-2	1	10	x	-3	2	x	3
COc1ccc(CNC(=S)Nc2cccc(F)c2)cc1	-2	-1	-1	-3	0	2	-7	-14	3	-5
CC1=NN(C(C#N)c2ccccc2C)C(c2ccccc2)C1 (stereo unspecified)	7	-5	2	0	-3	-2	-8	-3	-2	7
C#CCNC(=O)C1=C[C@@H](c2ccc3c(c2)OCO3)C[C@@H](OCCCCO)O1	3	1	6	6	13	1	3	11	-1	8
Cc1cc(C2=NNC(=NCCc3ccccc3)SC2)c(C)n1CC1CCCO1 (stereo unspecified)	4	-7	1	9	11	0	11	14	3	4
O=C(Cn1cnc2ccccc2c1=O)NNC(=O)c1cccc([N+](=O)[O-])c1	-1	-5	2	4	0	7	13	-7	-5	6
CCc1nc2ccccc2c(C(=O)OCC(=O)N(C)Cc2ccccc2)c1C	-4	-7	4	-7	-1	4	-4	-9	-1	3
CC1CCN(c2ccc(-c3cccc(NC(=O)c4ccco4)c3)nn2)CC1	-5	5	0	-31	-1	-1	-10	-5	-2	-3
CC(=O)Nc1ccc(N(C(=O)c2ccco2)C(C(=O)NC2CCCCC2)c2ccccc2)cc1 (stereo unspecified)	-2	-10	0	0	0	-10	0	3	0	-3
O=C(OCc1cn([C@@H]2CN(C(=O)c3cccs3)[C@@H](c3ccccc3)C[C@H]2O)nn1)c1ccccc1	-2	-3	-2	-3	1	-10	-2	-7	-1	1
(next part)
SMILES	PRMT1 FP inh	TCR CD3 inh	UHRF1 MBD2 ctr	HTRA1 inh	rCAG RNA binder	GC-B act	SIAE inh	mABHD4 FP	NPR1 activator	MBD2 inh
COc1ccc([C@H]2C[C@@H](O)[C@H](n3cc(COC(=O)c4ccccc4)nn3)CN2Cc2cccs2)cc1	3	0	0	-35	5	1	-1	-1	3	0
Cc1cc(C)cc(NCc2cc(=O)oc3cc(C)c(O)cc23)c1	-1	7	2	1	7	2	0	1	-4	-3
Cc1sc2ncnc(N/N=C/c3ccccc3O)c2c1C	-1	-1	-4	60*	9	-2	3	22	2	-3
CCNc1cc(Nc2c(C)n(C)n(-c3ccccc3)c2=O)c([N+](=O)[O-])c2nonc12	5	-2	-3	0	-3	0	-1	1	0	-6
C=CCN(c1ccccc1)S(=O)(=O)c1cccc(C(=O)NCC2CCCO2)c1 (stereo unspecified)	0	5	-3	-4	-9	-2	8	-2	-1	3
CCC(=O)c1ccc(OC(=O)C2CCN(C3=NS(=O)(=O)c4ccccc43)CC2)cc1	0	0	1	-2	3	-2	13	2	-4	5
COc1ccc(S(=O)(=O)N(C)C[C@@H]2Oc3ccc(NS(C)(=O)=O)cc3C(=O)N([C@@H](C)CO)C[C@H]2C)cc1	0	2	-1	-5	-1	2	2	2	-1	-1
Cc1cc(C)n(-c2ccc3nnc(C)n3n2)n1	4	-8	24*	0	-4	0	-1	4	2	7
CC(=O)c1c(C)n(-c2cccc(Cl)c2)c2ccc(O)cc12	0	-7	-1	-6	0	11	1	6	66*	-4
COc1ccccc1CNC(=O)C(=O)NCC1OCCCN1S(=O)(=O)c1cccs1 (stereo unspecified)	3	-3	0	2	0	0	2	6	6	-1
CC(C)(C)C(=O)Nc1ccnn1C1CCN(C(=O)c2ccc(Cl)cc2F)CC1	1	-6	0	1	-7	-1	2	4	2	0
Cc1cccc(NC(=O)CCC2CCN(Cc3nccs3)CC2)c1	-5	8	-1	5	-3	1	-7	2	-1	-2
COc1ccccc1NC(=O)C(C)NC(c1ccccc1)c1ccccc1 (stereo unspecified)	0	-6	0	-14	-4	-2	4	-6	-5	1
COCC(C)n1c(SCC(=O)NC(=O)NC2CCCC2)nc2ccccc2c1=O (stereo unspecified)	4	-3	2	-1	-2	5	6	1	-3	5
Cc1ccc(C(=O)OCC(=O)c2ccccc2)cc1	-1	-5	3	-4	-3	-8	-5	-6	3	3
O=C(NN1C(=O)C2C3C=CC(O3)C2C1=O)c1cccc(Br)c1 (stereo unspecified)	40*	2	0	3	2	3	6	-4	1	-6
COc1cc(NS(=O)(=O)c2ccc(F)cc2)c(C(=O)O)cc1OC	-2	2	-1	-3	5	-2	1	-2	-4	4
COc1ccc(-c2oc(=O)c3cc(OC)c(OC)cc3c2C#C[C@]2(O)CC[C@H]3[C@@H]4CCc5cc(OC)ccc5[C@H]4CC[C@@]32C)cc1	1	3	4	-35	9	1	-6	-3	2	2
CC(=O)Oc1cc(C(=O)OCC(=O)NC23CC4CC(CC(C4)C2)C3)cc(OC(C)=O)c1OC(C)=O	6	49*	15	66*	53*	-7	10	24	-6	8
CC(=O)c1ccccc1OCC(O)CN1CCN(c2ccccn2)CC1 (stereo unspecified)	1	-6	-1	1	-6	6	7	2	0	5
O=C(Nc1ccnn1C1CCN(Cc2ccc(CO)o2)CC1)c1ccccc1Cl	-2	0	-2	1	-3	-3	1	-1	4	1
Cc1ccc(NCCC#N)cc1C	-4	6	1	18	-3	4	8	-2	-1	-2
O=C(Nc1ccc(F)cc1)C(c1ccccc1)N1CCN(CC(=O)N2CCCC2)CC1 (stereo unspecified)	-2	5	-1	-6	2	-1	4	-9	-3	4
Cc1cccc(N2CCN(C(=O)Cc3ccc(-n4c(=O)[nH]c5ccsc5c4=O)cc3)CC2)c1C	-5	1	-1	-15	0	5	-4	-12	-2	-10
CSc1nc2ccc(NS(=O)(=O)c3ccc4c(c3)OCCO4)cc2s1	1	6	-2	-15	8	-2	-6	-22	1	-2
Additional entries
SMILES	PRMT1 FP inh	TCR CD3 inh	UHRF1 MBD2 ctr	HTRA1 inh	rCAG RNA binder	GC-B act	SIAE inh	mABHD4 FP	NPR1 activator	MBD2 inh
CCc1ccc(-c2nn(Cc3ccccc3)cc2C(=O)NCC2CCCO2)cc1 (stereo unspecified)	4	-8	-1	-3	-3	0	2	3	2	1
O=c1[nH]snc1-c1c(Cl)cccc1Cl	-3	-2	2	1	2	2	4	1	4	7
CC(C)CCn1c(SCC(=O)Nc2ccccc2C(F)(F)F)nc2nccnc2c1=O	-1	-8	22*	1	0	-1	-1	-13	-7	5
COc1ccc(N(CC(=O)Nc2ccc(Cc3ccncc3)cc2)S(=O)(=O)c2ccccc2)cc1	-6	2	-1	-20	0	-2	-1	-7	2	-1
COc1ccc(NC(=O)CSc2nnc(CNc3ccc(C)cc3)n2C)cc1	0	0	-3	3	-5	-1	1	-6	-2	-2
CCOC(=O)n1cnc2nc(N)nc(SC)c21	-2	4	0	-1	3	-1	3	2	1	-3
Cc1[nH]c2ccccc2c1/C=C/c1cc[n+](C)cc1	-36	-9	-449	-1	-77	-23	4	-6	-24	-108
CC(C)(C)NS(=O)(=O)c1ccc(C(=O)Nc2ccc3c(c2)OCO3)cc1	-2	-6	11	-9	1	5	-3	-4	3	0
C/C(=N\NC(=O)COc1ccc([N+](=O)[O-])cc1)c1ccco1	-1	2	-2	-8	7	7	1	-4	0	-3
CCOC(=O)CCc1c(C)c2ccc(OC3CCCCC3=O)c(C)c2oc1=O (stereo unspecified)	4	0	-1	-8	-6	5	0	2	7	2
O=C(/C=C1\NC2(CCCC2)Cc2ccccc21)C(=O)N/N=C/c1ccc(O)c(O)c1	6	28*	1	79*	18	-3	29*	32*	-4	1
CSC1=N/C(=C\c2c(F)cccc2Cl)C(=O)S1	2	9	-6	-2	4	10	2	-2	2	-1
COc1ccc(OC(=O)COc2cc(C)ccc2C)cc1	1	6	1	5	-4	2	11	2	2	-5
Cc1oc(-c2ccccc2)cc1C(=O)Nc1cccc2ccccc12	1	8	-1	-28	8	2	-1	-28	-3	0
Cc1coc2c(C)c3oc(=O)c(CCC(=O)NCc4ccccn4)c(C)c3cc12	-3	3	-5	-5	1	-1	6	3	-2	-4
Clc1ccc(C2=NOC(c3nnc(-c4ccccc4)o3)C2)cc1 (stereo unspecified)	1	-5	3	-2	1	-4	2	-1	3	-3
O=C(Nc1ccc2nc(-c3ccco3)c(-c3ccco3)nc2c1)N1CCN(c2ccccn2)CC1	48*	34*	4	43*	44*	-2	22*	30*	-18	4
Cc1cc(S(=O)(=O)N2CCOCC2)ccc1OCC(=O)Nc1cccc(C(F)(F)F)c1	1	-4	0	-3	0	-4	-2	4	-5	0
CC(Oc1cc2oc(=O)c3c(c2cc1Cl)CCCC3)C(=O)NCC1CCC(C(=O)O)CC1 (stereo unspecified)	-4	8	2	-2	7	-1	6	-3	0	-3
COc1ccc(CCNS(=O)(=O)c2c(C)nc3scc(C)n3c2=O)cc1OC	-2	-2	0	1	1	-3	-4	-3	5	-1

2 of these compounds in another layout:
> CC(C)[C@H](NC(=O)[C@H](C)NC(=O)OC(C)(C)C)C(=O)N1CCC2CCN(Cc3ccccc3)CC21 (stereo partly specified)
  PRMT1 FP inh = 9 | TCR CD3 inh = -1 | UHRF1 MBD2 ctr = 4 | HTRA1 inh = x | rCAG RNA binder = -2 | GC-B act = -5 | SIAE inh = -9 | mABHD4 FP = -14 | NPR1 activator = -1 | MBD2 inh = 11

> Cc1ccc(C(=O)Nc2cccc(S(=O)(=O)N(C)c3ccccc3)c2)o1
  PRMT1 FP inh = -2 | TCR CD3 inh = -2 | UHRF1 MBD2 ctr = 1 | HTRA1 inh = -32 | rCAG RNA binder = 0 | GC-B act = -2 | SIAE inh = -7 | mABHD4 FP = -6 | NPR1 activator = 0 | MBD2 inh = 1
